TR-FRET SRC-2 ct – counter-screen for PPARgamma SRC-2 recruitment agonists: TR-FRET artefact; stronger effect = higher value; TR-FRET ratio at 8 µM; 200,000 compounds, 0.4% hits; in the data active = TR-FRET ratio above about 2000; also: inactives centre near 1500
PMI act hi M6P – increases human PMI activity with near-saturating mannose 6-phosphate; P34949; coupled PMI enzyme assay, resazurin fluorescence, 20 min; stronger effect = higher value; 1 = untreated enzyme, 0 = substrate-free blank; activation factor at 20 µM; 190,000 compounds, 0.34% hits; AID 1216;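 active = activation factor of 2 or more at 20 µM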
Target sequence (P34949 whole entry, looked up): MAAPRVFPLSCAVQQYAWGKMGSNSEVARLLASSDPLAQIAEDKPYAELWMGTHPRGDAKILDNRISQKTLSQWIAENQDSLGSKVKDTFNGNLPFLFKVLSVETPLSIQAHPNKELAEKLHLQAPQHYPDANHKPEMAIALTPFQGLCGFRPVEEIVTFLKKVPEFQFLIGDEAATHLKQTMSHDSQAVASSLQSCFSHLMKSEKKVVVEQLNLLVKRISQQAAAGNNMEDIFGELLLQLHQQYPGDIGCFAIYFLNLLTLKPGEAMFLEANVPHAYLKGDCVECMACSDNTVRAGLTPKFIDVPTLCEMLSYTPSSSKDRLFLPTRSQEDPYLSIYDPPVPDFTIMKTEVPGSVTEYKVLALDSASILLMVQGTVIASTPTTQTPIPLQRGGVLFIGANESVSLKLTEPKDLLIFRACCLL
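Material: human phosphomannose isomerase with PGI, G6PDH, diaphorase coupling enzymes / Reagent: Man-6-P substrate 1.0 mM / Dosing: single compound dose of 20 µM, 1% DMSO final / Incubation: enzyme reaction with compound 20 min at room temperature / Signal: resorufin fluorescence (Ex 544/Em 590 nm) from resazurin via diaphorase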
PPARg SRC-2 ag – promotes SRC-2 coactivator recruitment by human PPARgamma | P37231 | PPARgamma LBD-SRC-2 recruitment, biochemical | activation, % at 8 µM | 200,000 compounds, 0.34% hits | AID 1032; in the data active = activation above about 22%;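 also: 0% = vehicle and 100% = reference agonist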
S1P3 antag – blocks the human S1P3 receptor; Q99500; CHO S1P3 NFAT-BLA reporter, FRET fluorescence, antagonist mode; inhibition, % at 4.98 µM; 170,000 compounds, 0.27% hits; AID 485;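 active = inhibition above the plate cutoff, the mean inhibition of test wells on that plate plus 3 SD, cut at about 28% in these data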;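 also: cells challenged with S1P at its EC80 of 0.8 µM; blue over green emission ratio from cleaved BLA substrate after 4 h stimulation; 0% = S1P-stimulated wells and 100% = unstimulated DMSO-only wells; some compounds past the cut are filed as inactive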
Target sequence (Q99500 whole entry, looked up): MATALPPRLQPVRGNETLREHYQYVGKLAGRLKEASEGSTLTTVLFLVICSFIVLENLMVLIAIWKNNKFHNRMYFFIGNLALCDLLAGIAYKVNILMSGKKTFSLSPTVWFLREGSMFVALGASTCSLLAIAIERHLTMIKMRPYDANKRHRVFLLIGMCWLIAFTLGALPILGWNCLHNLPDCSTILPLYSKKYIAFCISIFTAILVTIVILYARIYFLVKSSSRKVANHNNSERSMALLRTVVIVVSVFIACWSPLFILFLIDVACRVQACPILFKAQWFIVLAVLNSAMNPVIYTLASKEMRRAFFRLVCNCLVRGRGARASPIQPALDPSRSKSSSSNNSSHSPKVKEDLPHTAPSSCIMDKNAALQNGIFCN
PPARg SRC1 recr – PPARgamma-driven SRC-1 recruitment agonism | P37231 | PPARgamma-SRC-1 coactivator recruitment biochemical assay | activation, % at 8 µM | 200,000 compounds, 0.41% hits | AID 631; in the data active = activation above about 19%;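 also: 0% = DMSO and 100% = reference agonist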
PMI act – increases human mannose-6-phosphate isomerase activity; activation factor at 20 µM; purified human PMI, coupled resazurin fluorescence, 20 min; stronger effect = higher value; 1 = vehicle control, 0 substrate-free wells; P34949; 190,000 compounds, 0.005% hits;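 active = activation factor of 2 or more at 20 µM, relative to plate controls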
ROMK primary – modulators of human ROMK potassium channel. B-score at 10 µM. Tet-inducible ROMK, thallium flux fluorescence; actives lie on both sides. P48048. AID 1918. 130,000 compounds, 2% hits;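 active = signal ratio slope over the read window, or its plate-corrected B-score, at least 3 SD from the plate mean, either direction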;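 also: B-score of the F/F0 ratio slope over 7 to 12 s after thallium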
Diaphorase act – counter-screen for diaphorase-based assays: diaphorase activators and chemical reducers | Diaphorase/resazurin coupled assay, resorufin fluorescence, 16 min; stronger effect = higher value; 1 = vehicle wells, 0 = NADH-free wells | activation factor at 20 µM | 190,000 compounds, 0.005% hits | AID 1229;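 active = diaphorase activity raised at least twofold by the compound at 20 µM; inactive = activation factor below 2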
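Assay system: bacterial diaphorase enzyme (C. kluyveri) / Input: enzyme 0.07 U/mL final / Medium: 50 mM HEPES pH 7.4 with 4.542 mM MgCl2, 0.005% Tween 20 / Doses: single compound dose of 20 µM, 1% DMSO final / Incubation: 16 min enzyme reaction, ambient temperature / Signal: fluorescence, excitation 544 nm and emission 590 nm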
Diaph inh CS – diaphorase inhibition or chemical oxidation counter-screen | diaphorase resazurin-to-resorufin fluorescence, NADH, 16 min; bacterial (C. kluyveri) enzyme, not human | inhibition, % at 20 µM | 190,000 compounds, 0.69% hits;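 active = primary screen inhibition at 20 µM above a set limit, cut at about 50% in these data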;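 also: plate controls were DMSO with full reaction for no effect and wells lacking NADH for full effect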
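Test system: bacterial diaphorase enzyme (C. kluyveri); Quantity: 0.14 U/mL diaphorase, enzyme working solution; Times: reaction incubation of 16 min at room temperature; Measured by: fluorescence of resorufin formed from resazurin, Ex 544/Em 590 nm; Benchmarks: positive control minus NADH, DMSO neutral control.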
G6PDH CS – L. mesenteroides G6PDH inhibition counter-screen; 200,000 compounds, 0.12% hits; AID 1020; Purified L. mesenteroides G6PDH, diaphorase/resazurin coupled fluorescence, 45 min; inhibition, % at 5 µM; in the data active = inhibition above about 50%
PPARg SRC3 recr – promotes SRC-3 coactivator recruitment by human PPARgamma; P37231; biochemical PPARgamma/SRC-3 coactivator recruitment assay; activation, % at 8 µM; 200,000 compounds, 0.26% hits; AID 731; in the data active = activation above about 23%;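 also: 0% = DMSO and 100% = reference agonist; some compounds past the cut are filed as inactive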
Numbers without * were called inactive; . = no result given.

entry	structure	TR-FRET SRC-2 ct	PMI act hi M6P	PPARg SRC-2 ag	S1P3 antag	PPARg SRC1 recr	PMI act
1	Cc1cccc(/C=N/n2c(-c3cc(-c4ccccc4)n[nH]3)n[nH]c2=S)c1	1480	1	8	8	7	0.9
2	COC(=O)CN1C(=O)S/C(=C/c2cc(C)n(C)c2C)C1=O	1625	0.7	4	.	0	0.8
3	CC(Sc1nc2ccccc2[nH]1)C(=O)O (stereo not given)	1461	1	11	.	-2	0.9
4	CCSC1=C(C#N)C(c2ccc3c(c2)OCO3)C2=C(CCCC2=O)N1 (stereo not given)	1635	0.9	2	.	5	0.9
5	COCCCNC(=O)CSc1nc2c(sc3ccccc32)c(=O)n1CCCC(=O)NCC1CCCO1 (stereo not given)	1568	1.1	8	-11	6	1.1
6	O=C(CN1CC(c2ccccc2)CC1=O)OCc1ccccc1F (stereo not given)	1504	0.9	7	-28	0	0.8
7	Cc1ccc2nc(-c3ccncc3)cc(C(=O)Nc3ccc(OC(F)F)cc3)c2c1	1535	1	12	-4	10	0.9
8	O=C1C2C3C=CC(C4CC34)C2C(=O)N1/N=C/c1ccc(-c2ccc(F)cc2[N+](=O)[O-])o1 (stereo not given)	1463	0.9	4	.	-3	0.9
9	CCOC(=O)c1sc(NC(=O)CSc2n[nH]c(C)n2)nc1C	1500	1.1	2	-6	-7	1.1
10	O=C(NC1CCCCCCC1)C1c2ccccc2C(=O)N1Cc1cccs1 (stereo not given)	1624	1	8	8	2	0.9
11	O=C(Cc1ccccc1)Nc1ccccc1Oc1ccccc1	1541	1	-3	3	6	1
12	CCOC(=O)/C(=N/Nc1ccc(Cl)cc1)S(=O)(=O)c1ccccc1	1550	1	-1	.	3	0.9
13	Cc1c(N=Cc2cc3c(cc2Cl)OCO3)c(=O)n(-c2ccccc2)n1C	.	0.9	.	3	.	1
14	C=CCOC(=O)C1=C(C)NC(C)=C(C(=O)OCC=C)C1c1cccs1	1419	0.8	3	.	0	0.7
15	Cc1cc(C)c2c(=O)n(CC(=O)N3CCC(N4CCCCC4)CC3)sc2n1	1739	1.1	4	-12	-2	1

entry	ROMK primary	Diaphorase act	Diaph inh CS	G6PDH CS	PPARg SRC3 recr
1	.	0.8	16	1	6
2	.	0.8	19	6	1
3	-0.058	1	3	8	-9
4	1	0.9	9	13	9
5	.	1	-3	4	2
6	.	0.9	15	15	3
7	-0.25	0.6	36	20	5
8	0.3	0.7	34	12	1
9	-0.22	0.9	13	11	2
10	.	0.9	7	-5	-1
11	-0.21	0.9	14	7	-1
12	.	0.8	21	0	9
13	.	0.9	12	-1	.
14	.	0.8	17	5	5
15	.	0.9	13	-1	5

Fetched by compound from above:
entry	structure	TR-FRET SRC-2 ct	PMI act hi M6P	PPARg SRC-2 ag	S1P3 antag	PPARg SRC1 recr	PMI act
9	CCOC(=O)c1sc(NC(=O)CSc2n[nH]c(C)n2)nc1C	1500	1.1	2	-6	-7	1.1
3	CC(Sc1nc2ccccc2[nH]1)C(=O)O (stereo not given)	1461	1	11	.	-2	0.9

entry	ROMK primary	Diaphorase act	Diaph inh CS	G6PDH CS	PPARg SRC3 recr
9	-0.22	0.9	13	11	2
3	-0.058	1	3	8	-9

Further compounds
entry	structure	TR-FRET SRC-2 ct	PMI act hi M6P	PPARg SRC-2 ag	S1P3 antag	PPARg SRC1 recr	PMI act
16	CCOc1ccc(C(C)NC(=O)Cc2ccccc2)cc1OCC (stereo not given)	1417	1	-1	-17	8	1
17	CCC1(C)Cc2c(sc3nc4n(c(=O)c23)CCS4)CO1 (stereo not given)	1363	0.9	4	.	0	0.9
18	CCCCCCCN(C(=O)CCl)c1cccc(C)c1	1549	0.9	6	1	2	1
19	Cc1cc(C(=O)OCC(=O)NCc2ccc3c(c2)OCO3)c2ccccc2n1	1448	1.1	-6	-12	0	1
20	Cc1ccc(C(C)C)c(OCc2ccc(C(=O)N/N=C/c3ccc(O)c(O)c3)cc2)c1	1489	1	-2	-3	6	0.8
21	O=C(c1ccco1)N1CCN(c2ncnc3c2[nH]c2ccc(Br)cc23)CC1	1593	0.9	6	23	17	0.9
22	COc1ccc(C(CNC(=O)Cn2[nH]c(=O)c3ccccc3c2=O)N2CCCC2)cc1 (stereo not given)	1577	0.9	-4	-4	5	0.9
23	CCS(=O)(=O)n1nc(-c2ccccc2)nc1SCc1ccccc1	1516	1	3	-4	5	0.9
24	CC(C)n1c(N2CCN(C(=O)Nc3ccc(Cl)cc3)CC2)nc2ccccc21	1464	1	-5	2	-3	0.9
25	CC1(C)Cc2c(sc3nn[nH]c(=O)c23)CO1	1636	1	13	18	3	1
26	CCN(CC)C(=O)Cn1cc(SCC(=O)NC2CCCC2)c2ccccc21	1687	1	7	-5	6	1
27	Cn1nnc(NC(=O)c2ccccc2F)n1	1476	1	8	6	0	1.1
28	CC(c1ccco1)N(C(=O)c1ccc(C#N)cc1)c1ccccn1 (stereo not given)	1508	1	2	.	0	0.9
29	Cc1cc2cc(NC(=O)c3ccco3)ccc2[nH]1	1455	0.9	-3	.	-6	0.8
30	COc1ccc(N(C(=O)c2cnsn2)C(C(=O)NC2CCCCC2)c2ccncc2)cc1 (stereo not given)	1373	1	-12	7	-2	0.9

entry	ROMK primary	Diaphorase act	Diaph inh CS	G6PDH CS	PPARg SRC3 recr
16	-0.7	1	0	-1	1
17	-0.32	0.9	14	11	-6
18	.	0.8	24	-11	3
19	1.3	1	2	-6	-2
20	-0.092	0.7	35	4	3
21	-1.4	0.7	28	-15	6
22	.	0.9	13	2	-6
23	.	0.9	10	-3	-7
24	-0.26	0.8	15	12	-1
25	.	0.8	16	-4	4
26	0.95	1	2	10	-1
27	.	0.9	6	1	5
28	-0.3	0.9	14	-6	1
29	1.7	0.9	8	10	2
30	0.56	1	2	6	0

Part of the list above, with two lines to a compound:
Every second line gives: TR-FRET SRC-2 ct, PMI act hi M6P, PPARg SRC-2 ag, S1P3 antag, PPARg SRC1 recr, PMI act, ROMK primary, Diaphorase act, Diaph inh CS, G6PDH CS, PPARg SRC3 recr
28	CC(c1ccco1)N(C(=O)c1ccc(C#N)cc1)c1ccccn1 (stereo not given)
→ 1508, 1, 2, ., 0, 0.9, -0.3, 0.9, 14, -6, 1
29	Cc1cc2cc(NC(=O)c3ccco3)ccc2[nH]1
→ 1455, 0.9, -3, ., -6, 0.8, 1.7, 0.9, 8, 10, 2

Next part
entry	structure	TR-FRET SRC-2 ct	PMI act hi M6P	PPARg SRC-2 ag	S1P3 antag	PPARg SRC1 recr	PMI act
31	Cc1cccc(N2C(=O)CC(Sc3nc(-c4ccccc4)c4cc(Cl)ccc4n3)C2=O)c1 (stereo not given)	2388*	0.9	-2	.	-1	0.8
32	Cc1cccc(CCN(Cc2cc3cccc(C)c3[nH]c2=O)C(=O)N2CCOCC2)c1	1521	1	8	-42	4	0.9
33	COc1ccc([N+](=O)[O-])cc1NC(=O)c1cncc(Br)c1	1651	1.1	1	5	7	1.1
34	c1ccc(CNc2cnccn2)cc1	1446	0.9	5	.	3	1
35	CC(=O)Nc1cc(C)nn1-c1nc2ccccc2s1	1572	0.9	5	-2	5	1.1
36	COc1ccc(NC(=O)COC(=O)CC2CC3CCC2C3)c([N+](=O)[O-])c1 (stereo not given)	1700	0.9	6	4	3	0.8
37	COc1cccc(C2C3=C(CCCC3=O)Nc3[nH]n(-c4ccccc4)c(=O)c32)c1 (stereo not given)	1591	1	10	-4	-1	1.1
38	Cc1ccc(NC(=S)NNC(=O)CSc2nnc(-c3ccc(Cl)cc3)n2C2CCCCC2)cc1	1652	1	6	-3	-5	1
39	Cn1c(=O)c2c(ncn2CC(N)=O)n(C)c1=O	1547	1	6	13	4	0.9
40	Cc1nn(-c2ccccc2)c2nc(Cl)c(C(=O)O)cc12	1428	1.1	4	-7	-2	0.9
41	COc1ccccc1C(=O)NCCC(=O)N1CC(=O)Nc2ccccc21	1482	1	0	-1	-8	1
42	Cc1ccccc1NC(=S)NC1CC2CCC(C1)N2Cc1ccco1 (stereo not given)	1542	1	13	.	-1	1
43	Cn1nc(C(=O)NC(C)(C)C)c2ccccc21	1447	1.1	-7	-3	6	1.1
44	CCOC(=O)/C(=C\c1ccccc1)C(=O)c1cc(C(C)=O)c(Nc2ccccc2)s1	1525	0.8	5	.	5	0.8

entry	ROMK primary	Diaphorase act	Diaph inh CS	G6PDH CS	PPARg SRC3 recr
31	0.32	0.8	21	3	-3
32	-0.031	0.9	9	-3	2
33	0.13	1	-1	1	-2
34	.	1	4	10	-4
35	-1.1	0.8	17	-2	4
36	.	0.8	16	-11	1
37	.	0.9	6	8	7
38	.	0.7	26	-1	9
39	0.2	0.9	9	12	1
40	.	0.9	14	3	5
41	0.53	0.9	6	10	2
42	.	0.9	15	8	15
43	0.028	0.9	10	-1	0
44	0.26	0.8	24	0	2

Assay outcomes: PubChem, several laboratories
